High-throughput results from PubChem.
D2 antag: D2 dopamine receptor (human) antagonism; P14416; HEK293 TREx D2 cells, calcium flux, dopamine EC80; inhibition, % at 10 µM; hit rate 2% among 340,000; AID 485344; in the data active means inhibition above about 30%; further: 0% is about no effect
Target sequence (P14416 whole entry, looked up): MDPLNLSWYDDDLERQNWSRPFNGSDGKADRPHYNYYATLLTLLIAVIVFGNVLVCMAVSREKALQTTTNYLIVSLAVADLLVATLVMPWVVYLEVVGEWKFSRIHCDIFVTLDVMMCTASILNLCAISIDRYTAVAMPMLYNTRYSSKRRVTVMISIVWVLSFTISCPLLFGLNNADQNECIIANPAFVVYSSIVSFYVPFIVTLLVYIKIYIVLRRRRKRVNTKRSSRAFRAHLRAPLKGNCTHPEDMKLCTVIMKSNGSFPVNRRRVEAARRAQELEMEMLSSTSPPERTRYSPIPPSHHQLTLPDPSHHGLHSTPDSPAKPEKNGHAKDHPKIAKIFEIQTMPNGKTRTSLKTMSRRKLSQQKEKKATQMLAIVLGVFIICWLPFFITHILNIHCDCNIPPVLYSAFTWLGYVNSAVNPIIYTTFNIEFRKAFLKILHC
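Inhibition of EC80 dopamine-driven calcium flux, recorded kinetically, defines activity here; cells are a tetracycline-induced HEK293 T-REx line expressing force-coupled D2.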
TrxR1 substrate: substrates of rat thioredoxin reductase 1 | O89049 | purified TrxR1 substrate turnover, NADPH consumption readout | Potency, µM (highest dose often 114 µM), for the others: at the top dose activity change, negative = substrate turnover | hit rate 0.01% among 390,000 | AID 588456; further: potency means the concentration at half of the fitted maximal effect; on the % scale 0 is the no-effect control and ±100 the full control effect; nearly all actives have a fitted effect of over 50% in size
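Rat TrxR1, dispensed at 90 nM, was prereduced with 400 uM NADPH (final) for 5 min at ~22 deg C, then incubated with compound 15 min before 400 uM selenite. A first-read NADPH fluorescence drop versus no-compound background flagged substrates.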
Pin1 inh: inhibitors of human Pin1; Q13526; Pin1 FP peptide displacement, HiFluor488, 10 min; Potency, µM (titrated, usually from 115 µM), inactives show top-dose activity, negative = inhibition, actives largely listed as inhibitors; hit rate 0.009% among 390,000; active means well fitted inhibition curve with a large enough effect in the polarisation, with a control signal flat, not every such curve was filed as active; inconclusive means small, poorly fitted or top-dose-only effect, or effect the other way, or a change in a side signal; inactive means no such curve, though single readings can be large or run the other way; the % refers to the polarisation; further: potency means the concentration at half of the fitted maximal effect; on the % scale 0 is the no-effect control and ±100 the full control effect
Target sequence (Q13526 whole entry, looked up): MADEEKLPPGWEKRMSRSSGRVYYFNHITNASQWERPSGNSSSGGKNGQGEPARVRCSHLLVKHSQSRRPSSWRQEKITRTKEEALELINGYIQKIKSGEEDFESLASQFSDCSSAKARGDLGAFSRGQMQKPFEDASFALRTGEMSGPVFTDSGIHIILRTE
D2 ag: D2 dopamine receptor (human) agonism. HEK293 T-REx D2 cells, calcium flux agonist mode. activation, % at 2 µM. hit rate 0.53% among 340,000. AID 485358;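 active means activation over 3 SD above normal in the single-dose calcium agonist read, cut at about 30% in these data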; further: 0% is about no effect
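HEK293 Trex D2 cells, tetracycline-induced, o/n 30 C 5% CO2; no-wash Ca dye, RT 30–90 min; 10-cycle baseline, 23 nl cpd added, kinetic Ca read 180 s; agonist hits = positive Ca response.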
TRHR PAM: TRH receptor (human) allosteric enhancement | P34981 | TRHR cells, fluo-8 calcium fluorescence, EC20 TRH enhancement | enhancement, % at 2 µM | hit rate 0.66% among 360,000; in the data active means enhancement above about 30%; further: 0% is about no effect
Target sequence (P34981 whole entry, looked up): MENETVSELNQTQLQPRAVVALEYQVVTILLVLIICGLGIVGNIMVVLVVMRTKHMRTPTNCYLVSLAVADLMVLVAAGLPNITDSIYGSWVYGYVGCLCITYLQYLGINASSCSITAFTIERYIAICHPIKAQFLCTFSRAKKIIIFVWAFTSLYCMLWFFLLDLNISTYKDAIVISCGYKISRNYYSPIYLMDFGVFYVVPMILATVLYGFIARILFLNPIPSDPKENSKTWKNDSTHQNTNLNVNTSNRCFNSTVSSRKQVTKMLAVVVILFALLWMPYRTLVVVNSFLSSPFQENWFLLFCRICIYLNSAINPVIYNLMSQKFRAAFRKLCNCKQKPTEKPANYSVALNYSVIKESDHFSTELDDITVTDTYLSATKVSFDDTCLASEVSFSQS
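TRHR-expressing cells loaded with fluo-8 calcium dye were read kinetically (ex 480/em 530) during compound addition, then stimulated with an EC20 of TRH (10 nM final). Enhancement of the Gq-mediated intracellular calcium response was scored.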
mIDH1 inhibitor: inhibitors of human mutant IDH1 R132H; O75874; IDH1-R132H enzyme, NADPH consumption, diaphorase/resazurin fluorescence; Potency, µM (series often up to 76.6 µM), for inactives: top-dose activity change, negative = inhibition, most hits filed as inhibitors; hit rate 0.093% among 390,000; AID 602179; further: potency means the concentration at half of the fitted maximal effect; on the % scale 0 is the no-effect control and ±100 the full control effect; nearly all actives have a fitted effect of over 65% in size
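IDH1-R132H (0.5 ug/mL) preincubated 30 min with compound, then NADPH (0.016 mM) and alpha-KG (2 mM) added; 80 min at RT, pH 7.5. Remaining NADPH coupled via diaphorase/resazurin to fluorescence (540/590 nm); concentration-response curves normalized to no-enzyme control.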
USP1 inh: blocks the human USP1/UAF1 deubiquitinase complex; O94782; hit rate 0.23% among 390,000; Potency, µM (titrated, usually from 57.1 µM), inactives show at the highest dose activity change, negative = inhibition, actives largely listed as inhibitors; AID 743255; recombinant USP1/UAF1, Ub-Rhodamine cleavage fluorescence; further: potency means the concentration at half of the fitted maximal effect; on the % scale 0 is the no-effect control and ±100 the full control effect; nearly all actives have a fitted effect of over 60% in size; inactives centre near -12
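USP1/UAF1 complex (1 nM) preincubated 15 min at room temperature with compound, then Ub-Rho substrate (150 nM final) added. Kinetic fluorescence at 480/540 nm over 6 reads at 60 s intervals; 50 mM HEPES pH 7.8, 0.5 mM EDTA, 0.1 mg/ml BSA, 1 mM TCEP, 0.01% Tween-20.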
TrxR1 inh: rat TrxR1 inhibition; O89049; recombinant rTrxR1, NADPH fluorescence consumption, selenite substrate; Potency, µM (doses to about 114 µM), for inactives: at the highest dose activity change, negative = inhibition, hits mostly inhibitors; hit rate 1% among 390,000; further: potency means the concentration at half of the fitted maximal effect; on the % scale 0 is the no-effect control and ±100 the full control effect; nearly all actives have a fitted effect of over 65% in size
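Rat TrxR1 (90 nM in the dispensed reagent) was pre-reduced with 400 uM NADPH for 5 min at room temperature, then incubated with compound for 15 min. After 400 uM selenite was added, NADPH fluorescence (Ex 340/Em 450 nm) was followed for 8 min.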
TRHR ag: activates the human TRH receptor. TRHR cells, calcium flux fluo-8, FDSS agonist mode. P34981. activation, % at 2 µM. hit rate 0.18% among 360,000; in the data active means activation above about 30%; further: 0% is about no effect
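Fluo-8-loaded TRHR cells; 10 s baseline, compound added, kinetic Ca2+ fluorescence read 1/s, agonist mode.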
The depositor's hits bear a star; ? = inconclusive; nt = no result given; [ ] = remark or other dose. Unless noted, the call rests on the fitted dose curve; in most records, active means well fitted inhibition curve with a large enough effect; inconclusive means small, poorly fitted or top-dose-only effect; inactive means no such curve, though single readings can be large or run the other way. Only part of the results is shown (hit frequency here may not be typical).

Value order: mIDH1 inhibitor, D2 ag, D2 antag, TrxR1 inh, Pin1 inh, TRHR PAM, USP1 inh, TrxR1 substrate, TRHR ag
CC1(C)CC(NC(=O)c2cc([N+](=O)[O-])cc([N+](=O)[O-])c2)CC(C)(C)N1
  0%, 0.2, 0, 51%[activator], -4%, -6, -24%, 8%, 1.4
Cc1ccc(S(=O)(=O)NC(C)C(=O)NC2CC2)cc1 (stereo not drawn)
  0%, -0.5, 12, 19%, -2%, -2, -21%, 6%, 0.7
Cc1cc(C)c2cc(C#N)c(SCC(=O)NCC3CCCO3)nc2c1 (stereo not drawn)
  0%, -0.7, -33, -13%, 3%, -2, -6%, -5%, -1.5
N#Cc1ccc(NC(=O)COc2ccc(-n3cnnn3)cc2)cc1
  -3%, nt, nt, -12%, 5%, nt, -34%, -6%, nt
CC1CCCC(C)N1NC(=O)c1cccc(S(=O)(=O)N2CCc3ccccc32)c1 (stereo not drawn)
  8%, 12, 26, -23%, -1%, -7, -4%, -7%, 0.1
O=C(c1ccccc1NS(=O)(=O)c1cccc([N+](=O)[O-])c1)N1CCCC1
  8%, -1.0, -8, -11%, -8%, -8, -14%, -3%, 0.6
CC(=O)N1CCc2c(sc(NC(=O)Cc3ccc(F)cc3)c2C#N)C1
  -6%, -0.3, -6, 20%, -1%, 4, 6%, 0%, 0.2
CCOc1ccc2nc(N(Cc3cccnc3)C(=O)c3cccs3)sc2c1
  34%[activator], 0.6, nt, 19%[57.1 µM], 3%, -6, ?, 6%[57.1 µM], 0.1
CC1=C(C(=O)OCc2ccc([N+](=O)[O-])cc2)N2C(=O)C(NC(=O)Cc3ccccc3)C2SC1 (stereo not drawn)
  9%, -1.4, -1, -9%, -10%, -3, -16%, 1%, 0.8
O=C(NCc1nc2ccccc2[nH]1)c1ccccc1F
  0%, -0.8, -13, 48%[activator][57.1 µM], 1%, 0, 3%, 11%[57.1 µM], -0.3
CCC(=O)N1c2ccccc2CC1C(=O)NCCN1CCN(c2cccc(C)c2C)CC1 (stereo not drawn)
  -4%, 1.1, nt, 9%[57.1 µM], -3%, -4, -15%, -2%[57.1 µM], -0.6
COC(=O)C(NC(=O)c1ccc(F)cc1)(Nc1nc(C)cs1)C(F)(F)F (stereo not drawn)
  2%, -0.6, 16, 8%, 14%, -7, -12%, 0%, 0.3
COc1ccc(-c2[nH]ncc2C=O)cc1OC
  -6%, -1.7, 7, 6%[57.1 µM], -2%, -2, -13%, 4%[57.1 µM], 0.5
O=c1c2ccccc2nc(-c2ccccc2)n1CCCn1ccnc1
  7%, 0.1, 16, -3%, 8%, 7, -10%, -7%, -0.2
CCN1CC2=C(OC(N)=C(C#N)C2c2cccs2)/C(=C\c2cccs2)C1 (stereo not drawn)
  3%, 41*, 27, ?, ?, -11, ?, 4%, 2.4

Quoted at random: 2 compounds from above, in no set order.
Value order: mIDH1 inhibitor, D2 ag, D2 antag, TrxR1 inh, Pin1 inh, TRHR PAM, USP1 inh, TrxR1 substrate, TRHR ag
COc1ccc(-c2[nH]ncc2C=O)cc1OC
  -6%, -1.7, 7, 6%[57.1 µM], -2%, -2, -13%, 4%[57.1 µM], 0.5
COC(=O)C(NC(=O)c1ccc(F)cc1)(Nc1nc(C)cs1)C(F)(F)F (stereo not drawn)
  2%, -0.6, 16, 8%, 14%, -7, -12%, 0%, 0.3

Complete entries, looked up by structure:
Cc1cc(C)c2cc(C#N)c(SCC(=O)NCC3CCCO3)nc2c1 (stereo not drawn) is listed as mIDH1 inhibitor: 0%; D2 ag: -0.7; D2 antag: -33; TrxR1 inh: -13%; Pin1 inh: 3%; TRHR PAM: -2; USP1 inh: -6%; TrxR1 substrate: -5%; TRHR ag: -1.5
CC1=C(C(=O)OCc2ccc([N+](=O)[O-])cc2)N2C(=O)C(NC(=O)Cc3ccccc3)C2SC1 (stereo not drawn) is listed as mIDH1 inhibitor: 9%; D2 ag: -1.4; D2 antag: -1; TrxR1 inh: -9%; Pin1 inh: -10%; TRHR PAM: -3; USP1 inh: -16%; TrxR1 substrate: 1%; TRHR ag: 0.8

Further records:
Value order: mIDH1 inhibitor, D2 ag, D2 antag, TrxR1 inh, Pin1 inh, TRHR PAM, USP1 inh, TrxR1 substrate, TRHR ag
CCCOc1ccc(-c2cccc(NS(=O)(=O)c3cccs3)c2)nn1
  -18%, -0.5, nt, 11%[57.1 µM], -3%, 5, -33%, -1%[57.1 µM], -0.7
O=C(NCC1CCCO1)c1cccc(N2C(=O)C3C4C=CC(C4)C3C2=O)c1 (stereo not drawn)
  12%, 0.3, 14, -2%, -7%, -3, -16%, 1%, 1.4
CCOc1cc2c(cc1OCC)C(c1ccc(O)c(OC)c1)NCC2 (stereo not drawn)
  -2%, nt, nt, 9%, -16%, nt, 1%, -5%, nt
Cc1ccc(NC(=O)Nc2ccc(F)cc2)cc1Cl
  8%, 1.1, -19, 15%[57.1 µM], -1%, 0, -20%, 2%[57.1 µM], 1.2
Cc1ccccc1NC(=S)NCc1cccn1C
  -2%, -0.9, -10, ?, -1%, 22, -17%, -2%, -1.9
O=C(Nc1ccnn1C1CCN(C(=O)c2cnsn2)CC1)c1cccc(F)c1
  2%, 1.2, 12, -6%, -2%, -3, 3%, -6%, 0.6
Cc1ccc(CNC(=O)/C=C/c2ccc(S(=O)(=O)NCc3ccco3)cc2)cc1
  -1%, 0.9, -3, -2%[57.1 µM], 6%, 2, -8%, 7%[57.1 µM], 0.5
Cc1cc(C2C(C#N)=C(N)OC3=C2C(=O)CCC3)c(C)s1 (stereo not drawn)
  -5%, -0.8, -4, -9%[57.1 µM], 1%, -5, 8%, -7%[57.1 µM], -1.7
Cc1ccc(-c2nn(-c3ccccc3)cc2C(=O)N2CCN(c3ccccn3)CC2)cc1
  3%, 0.0, -15, 25%[57.1 µM], 6%, 2, -17%, 15%, 0.3
Cc1cc(F)ccc1NC(=O)CCS(=O)(=O)c1ccc2c(c1)NC(=O)CO2
  5%, 1.0, nt, 27%, -1%, 4, -31%, 2%[11.4 µM], 0.4
COc1ccc(N2CC(NS(=O)(=O)c3cccnc3)CC2=O)cc1 (stereo not drawn)
  0%, -0.2, 23, 1%[57.1 µM], 6%, -4, -4%, -3%[57.1 µM], 0.1
CCc1ccc(NC(=O)Nc2ccsc2C(=O)OC)cc1
  9%, -0.1, -10, 31%, 1%, -1, -25%, 3%, -0.4
Cc1ccc(-c2nc(SCCOc3ccccc3C)n3[nH]c(=O)cc3n2)cc1
  -14%, 1.3, nt, 14%[57.1 µM], 0%, 1, -25%, 34%[activator][57.1 µM], -0.4
Cc1cc(C(=O)O)cc(Br)c1N
  2%, 1.5, 12, 13%[57.1 µM], -1%, 0, -15%, 5%[57.1 µM], 0.1
COc1ccc(-n2nc(C(=O)NCC(=O)N3CCCCCC3)c3ccccc3c2=O)cc1OC
  1%, -0.5, 3, -3%[57.1 µM], 6%, -9, -14%, -1%[57.1 µM], -0.9
CCN(C1CCS(=O)(=O)C1)S(=O)(=O)c1ccc(Cl)s1 (stereo not drawn)
  8%, 0.1, 1, 21%, -2%, 4, -5%, 6%, 0.6
O=C1CSC(c2ccc(F)cc2)N1c1nnc(C23CC4CC(CC(C4)C2)C3)s1 (stereo not drawn)
  nt, 1.2, 6, nt, nt, 4, nt, nt, 2.4
Cc1ccc(C(C)C)c(OCC(=O)NN2C(=O)c3ccccc3C2=O)c1
  5%, 0.1, -3, 36%, -1%, 1, -12%, 8%[2.29 µM], -0.1
CCN1CCN(C(=O)c2cc(-c3cccnc3)nc3ccc(Br)cc23)CC1
  -2%, 0.9, -9, -6%, 0%, -3, -10%, -7%, 0.5
CCC(C)N(C(=O)c1csnn1)C(C(=O)NC1CCCC1)c1ccc(F)cc1 (stereo not drawn)
  -2%, 2.6, -7, 6%[57.1 µM], -2%, -3, -11%, 0%[57.1 µM], 1.0
OC1COC(OCc2ccccc2)C(O)C1O (stereo not drawn)
  -10%, 0.2, -12, 13%, 2%, 24, -16%, 4%, 0.5
COC(C[C@H](O)C[C@H](O)[C@@H](C)OCc1ccccc1)OC
  0%[38.3 µM], nt, nt, 6%, -2%, nt, -24%, -1%, nt
CC1CCCC(C)N1C(=O)COC(=O)CNC(=O)c1sc2ccccc2c1Cl (stereo not drawn)
  4%, -0.4, 29, 2%, 4%, 5, -19%, -5%, -0.8
Cc1nc(NN)nc(NCc2ccccc2)n1
  11%, -0.7, 29, 12%, -23%, 7, -19%, 6%, 0.8
CC(C)CC1Nc2ncnc(N3CCN(c4ccccc4)CC3)c2N(Cc2ccc(Br)cc2)C1=O (stereo not drawn)
  -7%, -0.3, -7, -4%, 41%[activator], 3, -14%, -4%, 0.0
CCC(=O)N1CCc2cc(S(=O)(=O)NCCCN(CC)Cc3ccccc3)ccc21
  8%, -0.3, -26, ?, 0%, 0, -21%, 3%, 0.1
O=C(COC(=O)c1cc(Br)ccc1O)Nc1ccc2c(c1)OCO2
  -1%, 0.0, -18, 20%, 3%, -4, -18%, 5%, 0.8
CCC1CCCCN1CCNS(=O)(=O)c1ccc2c(c1)CCN2C(C)=O (stereo not drawn)
  6%, 0.5, -13, -12%, 34%[activator], -1, -1%, 6%, 1.6
N#Cc1ccc(C(=O)OCc2cccc(S(=O)(=O)N3CCOCC3)c2)cc1
  4%, -0.3, -5, -9%, 4%, -3, -23%, -6%, 0.0
Cc1ccc(C)c(OCC(=O)Nc2nc3ccc([N+](=O)[O-])cc3s2)c1
  2%, 11, 4, -16%, 0%, 2, 0%, -17%, 0.1
Cc1ccc(Cl)cc1NC(=O)COC(=O)c1ccc(N2CCCC2)c([N+](=O)[O-])c1
  nt, 0.2, 57*, nt, nt, 29, nt, nt, 0.6
CCCCN1CC(c2nc3ccccc3n2CCCCOc2cccc(C)c2C)CC1=O (stereo not drawn)
  7%, 1.1, nt, -4%, 2%, 6, -33%, -7%, 0.5
Cc1ccc(C(=O)c2oc3ccccc3c2NC(=O)COc2ccccc2Cl)cc1
  4%, 0.8, nt, 9%, -9%, 3, -26%, 0%, -0.9
